Screening data from PubChem.
PDI turbidity: inhibitors of human PDI, primary screen, biochemical, turbidity, single point, plate reader; Protein disulfide-isomerase (Homo sapiens), P07237; PDI insulin aggregation turbidity, A650, 90 min; inhibition, % at 10 µM; 350,000 compounds, 0.052% hits; AID 588391, 2011;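 active = mean inhibition across replicates of 30% or more, whatever share of single replicates reach that level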;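 also: absorbance from insulin aggregation driven by PDI reduction with DTT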
N-glyco inh: increase of ERlucT glycosylation luciferase signal, primary screen, N-linked glycosylation inhibitor project, D54 ERlucT cells, luminescence, set 2. D54 ERlucT glycosylation luciferase reporter, 24 h; percent of 100 nM tunicamycin response. reporter increase, % at 12.5 µM. 360,000 compounds, 0.23% hits;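 active = mean luciferase reporter signal, scaled so untreated is 0 and the glycosylation-blocking control 100, at or above a set limit in every replicate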;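 also: luciferase carries N-glycosylation sites so blocking glycosylation raises the light; 0% = median of neutral control wells and 100% = median of 100 nM tunicamycin wells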
aDG glyco act: activators of alpha-DG glycosylation, primary screen, uHTS, Pro5-aDG cells, AlphaScreen; alpha-DG glycosylation AlphaScreen (IIH6); 0% Pro5, 100% B10-LARGE cell signal; activation, % at 10 µM; 360,000 compounds, 0.22% hits; AID 624168, 2012;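 active = activation of at least 8% versus controls, or a plate z-score of at least 8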;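 also: Pro5 are CHO cells carrying HIG-tagged alpha-DG that lacks glycosylation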
HTR2A ag: mouse Htr2a agonists via beta-arrestin recruitment, primary screen, cell-based, luminescence. activation, % at 7.6 µM. CHO-K1 mHTR2A beta-arrestin complementation; percent of 30 µM serotonin response. 360,000 compounds, 0.66% hits. 5-hydroxytryptamine receptor 2A (Mus musculus), P35363;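 active = activation above a run cutoff, the mean activation of all tested compounds plus 3 SD, cut at about 14% in these data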;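 also: 0% = plate median of compound wells and 100% = 30 µM serotonin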
iPSC survival up: enhancers of single-cell hiPSC survival, primary screen, ATPlite luminescence; 100% = ROCK inhibitor wells, 0% = DMSO; survival enhancement, % at 20 µM; 360,000 compounds, 0.044% hits; AID 602274, 2012; in the data active = survival enhancement above about 18%;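 also: cells exposed to compounds for 16 hours before the ATP read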
Vif imaging: HIV Vif self-association inhibitors, primary screen, imaging, HEK293T, single point; inhibition, % at 7.49 µM; 340,000 compounds, 0.35% hits; HEK293T cells, Vif self-association by quenched fluorescence, 24 h; in the data active = inhibition above about 50%, passing the limit was not always enough; also: some results filed as inactive read as strong as hits
ABCB6 inh MLPCN: ABCB6 transporter inhibitors, primary screen, K562-ABCB6 cells, flow cytometry, MLPCN library; K562-ABCB6 porphyrin accumulation, 1 h; stronger effect = lower value; 360,000 compounds, 0.19% hits; ATP-binding cassette sub-family B member 6 (Homo sapiens), Q9NP58; fluorescence ratio to DMSO, % at 10 µM;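 active = fluorescence ratio to DMSO below 75%, the collection mean minus 3 SD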;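 also: signal is porphyrin accumulated inside mitochondria; 100% equals median channel fluorescence of DMSO control wells; lower ratio means ABCB6 inhibition with less porphyrin fluorescence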
Target sequence (Q9NP58 whole entry, looked up): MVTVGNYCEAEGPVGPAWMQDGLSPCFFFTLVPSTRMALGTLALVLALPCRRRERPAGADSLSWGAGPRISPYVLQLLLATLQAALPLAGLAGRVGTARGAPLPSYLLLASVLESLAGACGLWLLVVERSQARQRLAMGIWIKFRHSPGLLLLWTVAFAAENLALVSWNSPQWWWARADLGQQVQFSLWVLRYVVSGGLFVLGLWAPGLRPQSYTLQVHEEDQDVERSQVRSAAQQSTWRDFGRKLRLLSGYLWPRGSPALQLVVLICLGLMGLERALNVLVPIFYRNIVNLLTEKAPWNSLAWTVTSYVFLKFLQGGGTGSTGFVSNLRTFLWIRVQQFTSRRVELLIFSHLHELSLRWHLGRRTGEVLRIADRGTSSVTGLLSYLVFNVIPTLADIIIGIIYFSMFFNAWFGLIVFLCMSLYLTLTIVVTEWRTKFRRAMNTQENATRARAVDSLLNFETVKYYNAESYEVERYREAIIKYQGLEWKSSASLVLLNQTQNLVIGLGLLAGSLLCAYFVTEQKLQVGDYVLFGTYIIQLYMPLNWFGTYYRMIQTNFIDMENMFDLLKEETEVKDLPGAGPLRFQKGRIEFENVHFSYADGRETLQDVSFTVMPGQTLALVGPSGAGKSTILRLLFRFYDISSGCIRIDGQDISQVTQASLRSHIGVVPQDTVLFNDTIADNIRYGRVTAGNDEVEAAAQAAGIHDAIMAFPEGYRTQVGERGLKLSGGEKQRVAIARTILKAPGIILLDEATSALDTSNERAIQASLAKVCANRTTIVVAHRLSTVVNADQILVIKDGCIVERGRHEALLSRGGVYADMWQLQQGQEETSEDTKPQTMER
Granule exo inh: LAMP-1 surface exposure blockers, TALL-104 cells – cell-based, flow cytometry, MLPCN library, primary screen; TALL-104 LAMP-1 surface exposure; cells stimulated with thapsigargin and PMA; 360,000 compounds, 0.66% hits; AID 651702, 2012; inhibition, % at 10 µM;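 active = inhibition above about 55%, limit read from the data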
H9c2 protect: cardioprotection against H2O2-induced cell death, primary screen, uHTS, H9c2 cells, ATPLite luminescence | H9c2 cardiomyocytes, H2O2 injury protection, 2 h | protection from H2O2 cell death, % at 20 µM | 360,000 compounds, 0.63% hits | AID 588492, 2011;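 active = compounds giving at least 50% protection of heart cells from peroxide-induced death in the single-dose screen, raw or plate-pattern-corrected value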;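 also: 0% = DMSO wells with peroxide and 100% = DMSO wells without peroxide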
CaV13 ICDI inh: Primary screen for inhibitors of IQ motif and Ca2+-dependent inactivation inhibitor domain binding in CACNA1D, Förster resonance energy transfer in living cells, …; 340,000 compounds, 0.098% hits; HEK cells, CFP/YFP FRET ICDI-IQ, plate reader, 10 min; percent FRET-ratio fall versus neutral wells; AID 743397; inhibition, % at 12.3 µM;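 active = mean replicate inhibition of at least 30% and at least 1% of replicates passing that level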;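 also: 0% = median of the neutral control wells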
* hit, by the source's call; . = no result given.

No. | compound | PDI turbidity | N-glyco inh | aDG glyco act | HTR2A ag | iPSC survival up | Vif imaging | ABCB6 inh MLPCN | Granule exo inh | H9c2 protect | CaV13 ICDI inh
1 | COc1cc(C(=O)N2CCN(S(=O)(=O)c3cc(C)ccc3C)CC2)ccc1OCC(=O)N1CCOCC1 | -1 | 3 | -0.2 | 1 | -0.5 | 15 | 98 | -4 | 1 | -6
2 | COc1cc(C(=O)NCC(=O)NCCSc2ccc(Br)cc2)cc(OC)c1OC | 4 | 1 | 0.0 | -1 | -0.4 | -10 | 101 | -4 | 2 | -5
3 | CCCN(CCC)CCCNC(=O)C1CCN(S(=O)(=O)c2cccc3nsnc23)CC1 | 9 | 1 | 0.0 | 1 | -0.3 | 21 | 100 | -3 | 5 | -7
4 | CN(Cc1ccc(C(F)(F)F)cc1)C(=O)c1ccc2ccccc2n1 | 6 | -1 | 0.2 | -3 | -0.2 | -4 | 97 | -10 | -3 | -20
5 | O=C(NC(C(=O)N1CCCC1C(=O)O)=C1CCCCC1)c1ccccc1 (stereo unspecified) | 10 | 0 | 0.7 | -2 | 4.4 | 5 | 91 | 4 | -3 | -2
6 | Cc1noc(C)c1CN1C(=O)NC2(CCc3ccccc3C2)C1=O (stereo unspecified) | 14 | 4 | 0.5 | 0 | -0.2 | 3 | 92 | -3 | -3 | 2
7 | O=C(COc1ccc2c(-c3ccccc3)cc(=O)oc2c1)NC(Cc1c[nH]c2ccccc12)C(=O)O (stereo unspecified) | -3 | 2 | -0.1 | 2 | -0.4 | 21 | 97 | -6 | -1 | -3
8 | O=[N+]([O-])c1cccc2ccc(/C=C/c3ccc(Cl)cc3)nc12 | -8 | 2 | -0.6 | -8 | -0.5 | -1 | 92 | -3 | -2 | -4
9 | Cc1ccc2oc(=O)c3cnn(CC(=O)NC4CCN(Cc5ccccc5)CC4)c3c2c1 | . | 0 | -0.2 | -9 | -2.8 | 4 | 101 | -2 | -8 | -3
10 | Cc1cc(NC(=O)CSc2nnc(-c3cccc(Cl)c3)o2)no1 | -6 | 2 | 0.7 | -9 | 1.0 | 2 | 101 | -1 | -5 | -2
11 | CCC1CCCCN1CCCNC(=O)Cn1c(=O)c2cccn2c2ccccc21 (stereo unspecified) | -5 | 3 | -0.1 | 9 | 0.2 | -8 | 99 | -14 | 3 | -5
12 | CC1(c2ccccc2)CC2CC(c3ccccc3)N1O2 (stereo unspecified) | 2 | 1 | 0.3 | -4 | 4.9 | 15 | 103 | -2 | 3 | -7
13 | O=C(CCC(=O)N1CCSc2ccccc21)NCCc1ccccc1 | . | 3 | -0.3 | 2 | -3.3 | 7 | 101 | 4 | 3 | -7
14 | CN(C)C(CNc1ncnc2sc3c(c12)CCCC3)c1ccco1 (stereo unspecified) | 0 | -5 | 0.5 | -3 | -0.3 | 0 | 100 | 3 | -4 | -19
15 | COc1ccccc1C1CCN(C(=O)c2ccc(Cl)cc2)CC1 | 1 | -6 | -0.2 | -5 | -0.5 | . | 88 | 2 | 4 | -4
16 | COc1ccc(Sc2nnc(-c3ccccc3)cc2C#N)cc1 | -1 | -1 | 0.7 | -5 | -2.4 | 4 | 99 | 3 | -1 | 0
17 | Cc1c(NC(=O)C2CC(c3c(F)cccc3Cl)=NO2)c(=O)n(-c2ccccc2)n1C (stereo unspecified) | -4 | 1 | -0.3 | 3 | -1.9 | 4 | 102 | -3 | 1 | -9
18 | CCOc1ccc(S(=O)(=O)NC2CC2)cc1 | 12 | 2 | 0.0 | 2 | 0.0 | 1 | 99 | -1 | -1 | 2
19 | COc1cccc(CNC(=O)CCNC(=O)c2ccccc2OC)c1 | 8 | 1 | -0.1 | 2 | 1.3 | -6 | 98 | -4 | 4 | -7
20 | Clc1ccccc1CONc1ncnc2nonc12 | 8 | 1 | 0.0 | -4 | 1.1 | 5 | 108 | -12 | 0 | -4
21 | O=C(NNC(=O)c1ccc(O)c(Cl)c1)c1cccc(S(=O)(=O)N2CCOCC2)c1 | -5 | 0 | -0.1 | 3 | 0.3 | . | 95 | 2 | 0 | -7
22 | O=C(NCCCN1CCCC1=O)c1ccccc1OCc1ccc(Cl)cc1Cl | 3 | 0 | 0.1 | 1 | 3.9 | 17 | 98 | 5 | 6 | -9
23 | CCCc1nc2sc3c(c2c(=O)n1NC(=O)CCCl)CCCC3 | -6 | 0 | 0.3 | 3 | 13 | 8 | 95 | 2 | -2 | -6
24 | Cc1ccc(N2C(=O)NC(NC(=O)C(C)(C)C)(C(F)(F)F)C2=O)cc1C (stereo unspecified) | 0 | 1 | -0.1 | 7 | 1.3 | 0 | 101 | 5 | 0 | -3
25 | O=C(CNCc1ccccc1Cl)Nc1ccccc1N1CCCCC1 | 6 | -3 | -0.2 | 0 | -0.4 | -6 | 97 | -1 | -2 | -4
26 | Cn1ccc(C(=O)N/N=C/c2c[nH]c3ccccc23)n1 | -4 | 1 | 0.0 | 1 | -0.2 | -4 | 98 | -7 | -10 | -3
27 | Cc1[nH]c2ccccc2c1SCC(=O)Nc1nccs1 | 2 | -9 | -0.1 | -5 | 1.6 | -1 | 94 | -5 | 6 | -3
28 | CCOc1cc(/C=N/NC(=O)Cc2ccc(C(F)(F)F)cc2[N+](=O)[O-])c(Br)cc1OC | 4 | 11 | -0.2 | 8 | -3.8 | -6 | 97 | 1 | -3 | .
29 | COc1ccc(NC(=O)COC(=O)c2c(C)noc2C)cc1Cl | -15 | 1 | 0.0 | -2 | 3.2 | -2 | 96 | -5 | 5 | -5
30 | COc1ccccc1-n1c(SCC(=O)O)nc2c(sc(=S)n2-c2ccc(Cl)c(C)c2)c1=O | 1 | 0 | 0.0 | 0 | 0.4 | -5 | 102 | 9 | -2 | -21
31 | COc1ccc(-c2[nH]ncc2/C=N\NS(=O)(=O)c2ccc(Cl)cc2)cc1 | 12 | -3 | 0.0 | 1 | 5.6 | -2 | 101 | 1 | 0 | .
32 | COc1ccc(NC(=O)CSCC(=O)N=c2sccn2C)cc1 | -10 | -1 | 0.5 | 0 | -0.2 | -2 | 99 | -4 | 3 | .
33 | CCOC(=O)n1c(=O)n(Cc2ccc(OC)cc2)c2ccccc21 | 2 | 22 | 0.1 | -3 | -0.7 | 3 | 98 | -10 | -1 | -10
34 | O=C1N(Cc2cccc(Cl)c2)C[C@@H]2C[C@@H](c3c[nH]c4ccccc34)N3CCC[C@@]123 | 2 | 0 | -0.1 | 1 | -0.3 | -18 | 102 | 0 | -8 | -5
35 | Cc1cc(C)n2nc(C(=O)OCC(=O)c3c[nH]c4ccccc34)nc2n1 | 0 | 1 | -0.1 | 0 | 2.5 | -9 | 95 | -4 | 17 | -5
36 | CSc1n[nH]c(-c2ccc(C(F)(F)F)cc2)n1 | 7 | 0 | -0.1 | 6 | -0.5 | 11 | 99 | -4 | -8 | -5
37 | O=c1[nH]c(=O)n(CCOc2ccc(Cl)cc2)cc1Br | -12 | 3 | 0.1 | -2 | 0.4 | -5 | 100 | -2 | 5 | -6
38 | COc1cccc(C(=O)OCn2nnc3ccccc3c2=O)c1OC | . | -1 | 0.0 | 3 | 1.4 | . | 106 | -1 | 8 | -10
39 | Nc1nc(-c2ccc(Br)cc2)cs1 | -7 | 2 | 0.0 | 3 | -0.5 | . | 93 | -3 | -10 | -4
40 | O=C(NCC(=O)N(Cc1ccccc1)C(C(=O)NC1CCCCC1)c1ccco1)c1ccco1 (stereo unspecified) | -1 | -2 | -0.1 | 1 | 0.6 | -4 | 102 | 7 | 97* | -1

Just ABCB6 inh MLPCN, for some of the entries so far:
entry | SMILES | ABCB6 inh MLPCN
37 | O=c1[nH]c(=O)n(CCOc2ccc(Cl)cc2)cc1Br | 100
35 | Cc1cc(C)n2nc(C(=O)OCC(=O)c3c[nH]c4ccccc34)nc2n1 | 95

Next records follow:
No. | compound | PDI turbidity | N-glyco inh | aDG glyco act | HTR2A ag | iPSC survival up | Vif imaging | ABCB6 inh MLPCN | Granule exo inh | H9c2 protect | CaV13 ICDI inh
41 | Cc1ccc2c(COC(=O)C3=COCCO3)cc(=O)oc2c1 | -11 | 0 | 2.6 | 7 | 23* | 2 | 102 | 2 | -29 | -4
42 | O=C(CN(C(=O)c1ccco1)c1cccc(F)c1)NCc1ccc(F)cc1 | 9 | 0 | 0.3 | 3 | 0.6 | -6 | 93 | 1 | 6 | -4
43 | CCOC(=O)C1CCN(C(=O)c2ccc(SC)cc2OC)CC1 | 3 | -2 | 0.3 | 1 | 2.0 | 5 | 92 | 0 | 0 | -4
44 | Cc1csc(NC(=O)C(NS(=O)(=O)c2ccc(Br)s2)c2ccccc2)n1 (stereo unspecified) | 0 | -4 | 0.2 | 4 | 8.0 | 4 | 99 | 0 | -10 | -1
45 | Cn1nnnc1Sc1ncnc2scc(-c3cccc(F)c3)c12 | -1 | -15 | 0.3 | -4 | -0.8 | 3 | 101 | 7 | 6 | -11
46 | CN(C(=O)COC(=O)c1cccc(NS(=O)(=O)c2ccc(F)c(F)c2)c1)C1CCS(=O)(=O)C1 (stereo unspecified) | -12 | 0 | 0.3 | 4 | -2.1 | -5 | 98 | -1 | -5 | -6
47 | O=C(CNC(=O)c1ccccc1)Oc1ccc([N+](=O)[O-])cc1 | 0 | 2 | -0.1 | -4 | 0.2 | 3 | 80 | -8 | -1 | -5
48 | CCC1CCCCN1C(=O)c1ccc(OC)c(OC2CCN(C(C)C)CC2)c1 (stereo unspecified) | 10 | 0 | -0.3 | 0 | -0.4 | -7 | 109 | -1 | 1 | -7
49 | COc1ccc(S(=O)(=O)Nc2ccccn2)c(C)c1C | -7 | 1 | 0.1 | 4 | 0.8 | -7 | 93 | -2 | 2 | -3
50 | Cc1ccc2c(C)c(C(=O)N3CCC(O)(c4ccccc4)CC3)oc2c1C | 6 | 1 | 0.0 | -6 | 0.1 | -2 | 102 | -31 | -5 | -18
51 | CCCCCCCC[n+]1c(C)n(-c2ccccc2)c2ccc(NC(C)=O)cc21 | 5 | 2 | 1.6 | -5 | -0.4 | -13 | 107 | 0 | -31 | -21
52 | CCOc1nc(NC(C)C)nc(NC(C)C)n1 | 16 | 2 | 0.4 | -5 | -0.7 | -7 | 98 | 4 | 0 | .
53 | Cc1ccc(CN2CCN(C(=O)c3ccco3)CC2)cc1 | -3 | 1 | 0.3 | 43* | -1.3 | -2 | 104 | 7 | 0 | -6
54 | CCc1ccccc1NC(=O)C1CCCN1S(=O)(=O)c1ccc2c(c1)n(C)c(=O)c(=O)n2C (stereo unspecified) | -5 | 0 | -0.2 | 10 | 0.5 | 5 | 100 | 8 | 23 | -4
55 | Cc1ccc(Cn2cnc3c(cnn3-c3ccc(F)cc3)c2=O)cc1 | -9 | 0 | 0.2 | -1 | -0.3 | -8 | 93 | 0 | -6 | -3
56 | COc1cc(C(=O)OCC(=O)c2c(N)n(C)c(=O)n(C)c2=O)ccc1OCCC(C)C | -5 | -2 | 0.2 | 5 | 1.0 | 15 | 105 | 0 | 1 | 3
